From PubChem BioAssay
H9c2 protect: cardioprotection against H2O2-induced cell death, primary screen, uHTS, H9c2 cells, ATPLite luminescence | H9c2 cardiomyocytes, H2O2 injury protection, 2 h | protection from H2O2 cell death, % at 20 µM | 360,000 tested, 0.63% active | AID 588492, 2011;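 active means compounds giving at least 50% protection of heart cells from peroxide-induced death in the single-dose screen, raw or plate-pattern-corrected value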;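 further: 0% = DMSO wells with peroxide and 100% = DMSO wells without peroxide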
iPSC survival up: enhancers of single-cell hiPSC survival, primary screen, ATPlite luminescence; 100% = ROCK inhibitor wells, 0% = DMSO; survival enhancement, % at 20 µM; 360,000 tested, 0.044% active; AID 602274, 2012; in the data active means survival enhancement above about 18%;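 further: cells exposed to compounds for 16 hours before the ATP read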
NR2E3 ag-1: inhibitors of NR2E3-RetCOR corepressor binding, primary screen, NR2E3 agonist project, biochemical, TR-FRET, GST-NR2E3, biotin-RetCOR | Photoreceptor-specific nuclear receptor (Homo sapiens), Q9Y5X4 | 1536-well | AID 2300, 2010 | inhibition of corepressor binding, % at 4.78 µM | 320,000 tested, 0.12% active;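 active means percent inhibition above the cutoff of mean plus 3 SD of all tested compounds, set per screening campaign, cut at about 20% in these data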;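 further: 0% = DMSO wells and 100% = biotin wells as full block of FRET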
Target sequence (Q9Y5X4 whole entry, looked up): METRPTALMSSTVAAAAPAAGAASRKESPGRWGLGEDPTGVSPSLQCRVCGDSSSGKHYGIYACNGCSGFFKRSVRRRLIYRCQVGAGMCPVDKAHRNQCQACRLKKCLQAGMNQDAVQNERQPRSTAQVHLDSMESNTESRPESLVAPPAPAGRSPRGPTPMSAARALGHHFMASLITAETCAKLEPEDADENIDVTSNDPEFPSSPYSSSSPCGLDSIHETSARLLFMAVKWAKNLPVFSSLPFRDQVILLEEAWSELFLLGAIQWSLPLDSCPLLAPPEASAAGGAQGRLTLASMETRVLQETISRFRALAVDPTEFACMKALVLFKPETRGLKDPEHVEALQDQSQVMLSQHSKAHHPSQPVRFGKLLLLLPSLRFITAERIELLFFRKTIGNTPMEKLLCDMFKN
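Test system: GST-NR2E3 and biotin-RetCOR proteins | Quantity: 1.35 nM GST-tagged NR2E3 final | Medium: Tris pH 7.5 | Also added: 7 nM biotin-RetCOR | Dosing: Compound at 4.8 µM, single dose | Timing: 5 h at 4 °C | Detection: Time-resolved FRET | Read-out basis: Percent inhibition | Benchmarks: Biotin wells as high control, 0.6% DMSO wells as low control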
HIF-2a block: HIF-2a reporter inhibitors, primary screen, luminescence, 786-0 RCC cells; AID 624352, 2012; inhibition, % at 18.8 µM; 360,000 tested, 0.72% active; 786-0 RCC cells HIF-2a reporter, luciferase luminescence, overnight;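 active means inhibition of the luminescence signal of 40% or more relative to plate controls, in a single-dose primary screen at 18.75 µM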
MITF TRPM1 inh: inhibitors of MITF-dependent TRPM1 promoter reporter, primary screen, cell-based, SK-MEL-5, single point, luciferase | SK-MEL-5 TRPM1 promoter luciferase, 24 h | inhibition, % at 12.5 µM | 330,000 tested, 0.83% active;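 active means mean inhibition across replicates of 60% or more, whatever share of single replicates reaches that level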; further: values of inactives mirror those of a sister screen read the other way
Shn3 inh set2: reduction of Shn3 3'UTR firefly luciferase signal, primary screen, Schnurri-3 inhibitor project, cell-based, Clone20 osteoblasts, set 2 | Clone20 osteoblast Shn3 3'UTR firefly luciferase, 24 h | inhibition, % at 12.5 µM | 360,000 tested, 0.52% active | AID 588674, 2011;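 active means mean inhibition of at least 75% with every replicate also reaching 75%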;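 further: 0% = median of neutral control wells and 100% = pilot-screen positive control compound; some compounds past the cut are filed as inactive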
CaV13 ICDI inh: Disruptors of the CACNA1D IQ motif to Ca2+-dependent inactivation inhibitor domain association, primary screening, Förster resonance energy transfer in intact living …. HEK cells, CFP/YFP FRET ICDI-IQ, plate reader, 10 min; percent FRET-ratio fall versus neutral wells. inhibition, % at 12.3 µM. 340,000 tested, 0.098% active;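 active means mean replicate inhibition of at least 30% and at least 1% of replicates passing that level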;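 further: 0% = median of the neutral control wells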
HTR2A ag: mouse Htr2a agonists via beta-arrestin recruitment, primary screen, cell-based, luminescence | 5-hydroxytryptamine receptor 2A (Mus musculus), P35363 | CHO-K1 mHTR2A beta-arrestin complementation; percent of 30 µM serotonin response | activation, % at 7.6 µM | 360,000 tested, 0.66% active;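 active means activation above a run cutoff, the mean activation of all tested compounds plus 3 SD, cut at about 14% in these data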;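 further: 0% = plate median of compound wells and 100% = 30 µM serotonin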
Peg3 prom inh: Peg3 promoter-driven luciferase inhibitors, primary screen, cell-based, HeLa, luciferase luminescence; HeLa PEG-Prom luciferase reporter, overnight; inhibition, % at 20 µM; 360,000 tested, 1.7% active; AID 588405, 2011;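 active means inhibition of at least 50% at 20 µM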
PDI inh: inhibitors of human PDI, primary screen, biochemical, turbidity, single point, plate reader; PDI insulin aggregation turbidity, A650, 90 min; inhibition, % at 10 µM; 350,000 tested, 0.052% active;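 active means mean inhibition across replicates of 30% or more, whatever share of single replicates reach that level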;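 further: absorbance from insulin aggregation driven by PDI reduction with DTT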
Target sequence (P07237 whole entry, looked up): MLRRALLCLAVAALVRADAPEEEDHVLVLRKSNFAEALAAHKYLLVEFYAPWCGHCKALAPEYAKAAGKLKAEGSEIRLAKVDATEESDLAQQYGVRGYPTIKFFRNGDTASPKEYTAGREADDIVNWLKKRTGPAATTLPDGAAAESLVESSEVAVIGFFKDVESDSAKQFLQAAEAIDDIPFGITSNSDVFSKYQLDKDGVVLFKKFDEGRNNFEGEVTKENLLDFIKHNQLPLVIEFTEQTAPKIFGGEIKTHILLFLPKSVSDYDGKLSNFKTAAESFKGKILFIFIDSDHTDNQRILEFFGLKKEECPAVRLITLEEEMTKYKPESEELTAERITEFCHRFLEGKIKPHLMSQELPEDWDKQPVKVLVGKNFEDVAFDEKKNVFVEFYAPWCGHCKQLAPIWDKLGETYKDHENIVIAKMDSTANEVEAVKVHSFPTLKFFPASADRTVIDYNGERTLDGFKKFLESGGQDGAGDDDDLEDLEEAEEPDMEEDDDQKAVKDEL
NR2E3 ag-2: NR2E3 agonists in two-hybrid cells, primary screen, cell-based, luminescence, CHO-S, Gal4-NCOR/VP16-NR2E3; Photoreceptor-specific nuclear receptor (Homo sapiens), Q9Y5X4; luciferase; AID 602229, 2012; inhibition of corepressor binding, % at 3.98 µM; 360,000 tested, 0.35% active;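 active means inhibition above the mean of all tested compounds plus 3 SD, cut at about 70% in these data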;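 further: 0% = DMSO with NR2E3 transfected cells and 100% = cells lacking NR2E3 construct; higher means lower luciferase signal from less NR2E3 corepressor binding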
An asterisk follows results filed as active; x = not tested or not shown.

SMILES	H9c2 protect	iPSC survival up	NR2E3 ag-1	HIF-2a block	MITF TRPM1 inh	Shn3 inh set2	CaV13 ICDI inh	HTR2A ag	Peg3 prom inh	PDI inh	NR2E3 ag-2
CCO[C@@H]1OC(C(=O)NCc2nc3ccccc3[nH]2)=C[C@H](c2cn(C(C)=O)c3ccccc23)[C@H]1CCCO	18.5	5.2	1.7	26.7	12.7	14.1	-12.5	-0.2	13.9	-1.7	-6.0
O=C(Nc1ccc2c(c1)COC2=O)c1ccc(Cl)c(Cl)c1	2.8	0.2	-5.8	-166.9	-56.6	-49.3	x	-1.9	-251.5	-11.2	-35.2
CC(=O)C1=C(C)NC(SCC(=O)c2ccc(Cl)cc2Cl)=C(C#N)C1c1ccco1 (stereo not given)	-14.6	-4.4	6.5	4.7	3.4	23.3	-14.6	-1.9	19.3	-4.0	11.4
CC(=O)Nc1ccc(S(=O)(=O)Nc2nnc(C(C)(C)C)s2)cc1	2.4	9.8	-1.6	11.2	6.5	-7.6	-4.2	4.0	1.2	0.2	-10.6
COCCn1c(SCC(=O)N2CCc3ccccc3C2)nc2ccccc2c1=O	14.8	1.8	2.1	24.8	5.3	12.7	-19.5	-1.1	17.7	0.6	-13.9
CS(=O)(=O)c1ccc(Cl)c(NC(=O)Cc2c(F)cccc2Cl)c1	1.8	-0.3	-3.3	23.7	-5.3	-1.2	-8.0	0.3	17.2	-1.2	-9.4
S=c1nc(-c2cccc(Br)c2)[nH][nH]1	8.7	-1.2	1.5	-15.1	-14.9	-43.0	-6.9	2.5	-11.9	0.4	-21.6
CC1CCN(C(=O)CSc2ccc(-c3ccc(F)cc3)nn2)CC1	-3.4	-1.5	5.3	-5.0	8.8	35.3	-10.3	-6.5	-17.2	-6.9	-12.0
CN(c1ccccc1)S(=O)(=O)c1cccc(C(=O)NCc2ccccc2CN2CCCC2)c1	4.2	-0.5	5.8	12.6	x	-9.7	-5.2	-15.6	6.3	1.6	7.2
Cc1cccc(-n2c(CCn3nc(C)c([N+](=O)[O-])c3C)n[nH]c2=S)c1	10.3	-0.6	0.9	4.0	-7.7	-10.1	-8.6	4.0	2.3	-4.0	11.9
CC(=O)C1=C(O)C(=O)N(c2nccs2)C1c1ccc(F)cc1 (stereo not given)	-1.6	1.2	1.9	9.3	4.3	3.1	-0.1	-1.5	0.5	-6.8	20.4
CCOC(=O)C1=C(C)NC(C)=C(C(=O)OCC)C1c1ccc(OC)cc1	2.3	2.7	10.8	6.0	7.9	9.2	-3.0	-0.9	-1.5	0.5	-5.7
O=C(Nc1cccc(F)c1)C1CCN(C(=O)N2CCOc3ccccc32)CC1	8.6	-1.2	0.7	10.7	-6.7	-20.8	-5.4	-2.1	4.7	x	13.7
O=C(CNCc1ccccn1)N1CCc2ccccc2C1	1.5	0.0	0.4	-36.2	-7.5	-14.3	0.1	3.7	-43.6	2.4	-21.0
O=C(CSc1nc2[nH]ncc2c(=O)[nH]1)N1CCCCC1	3.8	-1.8	0.8	2.6	6.8	-16.9	-13.9	2.2	5.4	-4.8	18.2
COCCNC(=O)C1(C)Cc2c(-c3cccc(C(N)=O)c3)ccnc2O1 (stereo not given)	7.0	1.9	x	5.7	x	18.7	-5.1	-4.2	5.0	3.3	-0.2
CC(C(=O)NCC1(c2ccccc2)CCCC1)N1CCOCC1 (stereo not given)	4.3	3.1	-1.2	13.0	11.4	0.7	-3.7	3.1	9.5	-6.1	11.1
c1ccc2c(c1)Nc1nccnc1S2	-1.5	0.1	-5.5	-209.1	6.2	-82.3	-14.1	-0.2	-240.8	0.3	-58.9
COc1cccc(-c2nc(=S)c3c(n2Cc2ccco2)CCCC3)c1	-6.2	-1.6	2.2	-22.0	3.9	-37.7	x	-4.0	4.8	7.0	-8.5
CCCn1c(C(O)c2cc(OC)ccc2OC)nc2ccccc21 (stereo not given)	-6.0	-4.1	3.5	11.8	6.4	2.6	2.1	-3.4	18.4	-0.1	-1.2
O=C(O)c1cc(S(=O)(=O)N2CC3CC3C2C(=O)O)c(Cl)cc1Cl (stereo not given)	4.3	0.3	1.7	8.2	0.3	-6.4	x	0.8	21.3	-7.5	-9.7
O=C(NCN1C(=O)C2C3C=CC(C3)C2C1=O)Nc1cccnc1 (stereo not given)	-5.6	-3.1	0.6	1.2	-3.5	3.8	-5.4	2.9	11.7	-0.7	3.6
Cc1cccc(NC(=O)c2ccc(-n3cncn3)c([N+](=O)[O-])c2)c1	1.5	0.7	1.8	-40.8	-10.7	0.6	-1.4	-3.1	-34.8	-6.2	7.9
O=C(NCCc1c[nH]c2ccccc12)c1ccco1	7.0	0.4	2.8	-112.6	-31.3	-23.0	-5.5	-0.4	-60.1	-4.9	-2.5
CN(c1cccc(NC(=O)Nc2cccc(Cl)c2)c1)S(C)(=O)=O	-25.9	-2.3	2.2	-205.2	-16.3	-6.4	x	-8.3	-209.6	-2.6	-119.8
CCOc1cc(/C=N/NC(N)=O)cc(Br)c1OCC(=O)Nc1cccc2ccccc12	56.9*	3.0	3.6	25.2	-3.9	51.1	x	1.0	42.7	-4.5	-34.8
O=C(COc1coc(CN2CCN(c3ccccc3)CC2)cc1=O)Nc1cccc(F)c1	-14.0	-0.5	0.8	-5.9	6.0	29.4	-1.2	-3.7	13.7	5.2	-3.3
Cc1noc(C)c1C1(O)CCCCCCCCCCC1	-2.0	-0.2	-0.9	27.5	-14.8	1.1	-18.8	7.4	19.1	-6.8	9.0
C=C1c2c(Cl)ccc(O)c2C(O)=C2C(=O)[C@]3(O)C(O)=C(C(N)=O)C(=O)[C@@H](N(C)C)[C@@H]3[C@@H](O)C12 (stereo not given in full)	-0.2	-1.4	3.1	4.8	8.8	39.7	-5.5	-1.2	16.9	5.4	-21.7
O=C(NCCN1CCOCC1)NC1(C(F)(F)F)Oc2ccc(Cl)cc2O1 (stereo not given)	46.5	-1.5	1.6	6.9	2.0	21.1	-5.8	1.4	24.9	3.2	-21.2
CCN(C(=O)c1c(N)cnn1C)c1ccccc1	-3.3	1.2	-1.3	19.9	-7.1	5.3	-14.1	-0.9	1.2	0.1	-32.6
O=C(Nc1ccc(-c2noc(CCc3ccccc3)n2)cc1)c1cccnc1	25.4	1.5	1.9	-95.8	-1.3	22.1	-3.3	6.4	-65.5	10.6	5.3
O=C(CCCCn1c(=O)c2ccccc2n(Cc2ccc(F)cc2)c1=O)NCc1ccco1	27.4	3.2	-0.5	12.8	21.4	5.3	-1.7	-0.2	34.3	-6.7	-5.4
COc1ccc(N2CCC(N3CCN(C)C(CCO)C3)CC2)cc1 (stereo not given)	12.6	0.7	3.9	11.6	1.8	-29.4	-4.5	-0.5	-1.4	-7.3	-3.6
CCOC(=O)N1CCN(C(=O)COC(=O)c2cccc(S(C)(=O)=O)c2)CC1	2.4	-0.1	x	12.2	7.9	-9.9	-17.3	2.1	-6.5	4.7	-0.9
COc1cc(OC)cc(C(=O)N[C@H](C(=O)OCC(=O)NC(=O)c2cccn2C)C(C)C)c1	3.0	-0.1	-1.7	12.7	-0.9	9.2	-1.6	-4.2	12.1	-6.4	-21.7
CCN(CC)S(=O)(=O)c1cccc(C(=O)OC2CC(C)OC2=O)c1 (stereo not given)	-1.4	0.1	0.9	0.5	-2.1	4.5	-2.4	-1.9	-9.2	-2.4	23.4
Cc1c(Cc2ccc3c(c2)OCO3)sc(NC(=O)C2CC2)c1C(N)=O	-3.8	-0.6	2.9	16.0	1.6	-6.2	7.1	0.1	17.0	0.9	-8.1
COc1cc(CNC(=O)Nc2cccn3nc(COCCO)nc23)cc(OC)c1OC	7.6	0.2	x	4.1	x	13.8	-5.5	4.6	-4.0	-2.5	11.1
Cc1ccc(/C=C/C(=O)O)cc1S(=O)(=O)NCCO	3.9	0.5	-0.8	20.1	-3.7	21.1	x	6.5	2.9	-4.6	-32.4
CCOC(=O)c1c(NC(=O)CSc2ncn[nH]2)sc(C(=O)NC)c1C	4.8	0.2	1.1	13.7	10.0	14.9	-3.7	1.5	5.0	0.5	-5.5
CCOc1ccccc1N1C(=O)CC(Nc2ccc(N3CCOCC3)cc2)C1=O (stereo not given)	1.8	1.6	-4.6	5.1	8.3	13.9	-9.3	-1.3	6.6	-1.4	-8.0
CC1=C2C3OC(=O)C(C)C3CCC2(C)C=C(Cl)C1=O (stereo not given)	1.8	2.4	x	6.0	x	-2.6	-15.5	2.2	0.1	3.6	0.0
CN(C)C(CNC(=O)c1ccc(S(=O)(=O)N(C)C)cc1)Cc1ccccc1 (stereo not given)	13.0	0.3	-0.6	5.5	9.5	-11.5	-7.3	-4.5	4.1	-1.1	-17.2
COc1cc([N+](=O)[O-])ccc1NC(=O)CN1C(=O)NC2(CCCCC2C)C1=O (stereo not given)	5.3	-0.4	x	16.0	6.4	2.5	-4.0	-0.2	17.3	-6.7	-15.4
CCN(C(=O)COC(=O)c1n[nH]c2ccccc12)C1CCS(=O)(=O)C1 (stereo not given)	6.6	-0.3	-3.3	9.8	-14.5	25.5	-19.6	1.8	-3.5	15.5	-26.4
C#CCOCCOCCOCCNc1nc(N2CCN(C(=O)CCCCCCCCCCNC(=O)[C@H](CCCCN)n3cc(CCO)nn3)CC2)nc(N2CCN(C(=O)CCCCCCCCCCNC(=O)[C@H](CCCN=C(N)N)n3cc(C[C@@H](C)CC)nn3)CC2)n1	-4.9	-1.6	-2.6	19.7	77.1*	51.8	x	-10.2	13.0	9.5	-19.8

MITF TRPM1 inh, entries above that show a hit
SMILES | NR2E3 ag-1 | HIF-2a block | MITF TRPM1 inh | Shn3 inh set2 | CaV13 ICDI inh | HTR2A ag | Peg3 prom inh | PDI inh | NR2E3 ag-2
C#CCOCCOCCOCCNc1nc(N2CCN(C(=O)CCCCCCCCCCNC(=O)[C@H](CCCCN)n3cc(CCO)nn3)CC2)nc(N2CCN(C(=O)CCCCCCCCCCNC(=O)[C@H](CCCN=C(N)N)n3cc(C[C@@H](C)CC)nn3)CC2)n1 | -2.6 | 19.7 | 77.1* | 51.8 | x | -10.2 | 13.0 | 9.5 | -19.8
